Compound activity deposited in PubChem BioAssay by National Center for Advancing Translational Sciences (NCATS).
DNA Pol III inh: qHTS Assay for Inhibitors of DNA Polymerase III Holoenzyme System; reconstituted DNA polymerase III holoenzyme replication, biochemical; Potency, µM (top dose mostly 57.1 µM), inactives show at the top dose activity change, negative = inhibition; hit rate 0.25% among 71,000; AID 603, 2007; note: potency is the fitted concentration of half-maximal effect; % is set by controls: 0 for no effect and ±100 for the full control effect
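Reconstituted *E. coli* holoenzyme (0.35 nM Pol III, 1 nM beta, 154 nM SSB, 2 nM primase) was preincubated with compound for 15 min at RT. Synthesis on 1.4 nM ssM13Gori ran 35 min, then was stopped with PicoGreen/EDTA and read as dsDNA fluorescence.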
15-hLO inh: qHTS Assay for Inhibitors of 15-hLO (15-human lipoxygenase); purified 15hLO-1, xylenol orange hydroperoxide absorbance; Polyunsaturated fatty acid lipoxygenase ALOX15 (Homo sapiens), P16050; hit rate 1.4% among 74,000; Potency, µM (top dose mostly 57.1 µM), without a hit: at the top dose activity change, negative = inhibition, usual class: inhibitors; note: potency is the fitted concentration of half-maximal effect; % is set by controls: 0 for no effect and ±100 for the full control effect; nearly all actives have a fitted effect of over 55% in size
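Inhibition is scored from a chromogenic endpoint. After 15 min enzyme-compound contact, arachidonic acid (50 uM final) reacts 6 min with 40 nM 15hLO-1 at room temperature, then Fe-XO reagent is added for 30 min and absorbance ratio recorded.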
HBB splice mod: qHTS Assay for Modulators of Hemoglobin Beta Chain Splicing | Potency, µM (doses to about 46.1 µM), without a hit: at the highest dose activation, hits mostly activators | hit rate 0.06% among 65,000 | AID 925, 2007 | HBB splicing reporter cell assay, activation; EGFP reporter with mutant IVS2-654 intron; response scale: normalised to 500 nM splice-correcting PNA; note: potency is the fitted concentration of half-maximal effect; 0% is about no effect
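Compounds were applied for 2 days to HeLa EGFP-654 cells, 500/well in Optimem with 2% FCS. The reporter's EGFP is disrupted by mis-splicing of beta-globin intron IVS2-654. Readout: summed well GFP fluorescence from 488 nm laser scanning; reference was 500 nM antisense […] 654 PNA.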
CRE Fsk mod: Cell signaling CRE-BLA (Fsk stim); CHO CRE-bla reporter (cAMP response element driving beta-lactamase), forskolin EC10, beta-lactamase ratio; Potency, µM (highest dose often 38.2 µM), without a hit: top-dose activity change, negative = inhibition, actives largely listed as activators; hit rate 2.5% among 71,000; AID 662, 2007; active = well fitted activation curve with a large enough effect in the signal ratio, with a control signal flat, not every such curve was filed as active; inconclusive = small, poorly fitted or top-dose-only effect, or effect the other way, or a change in a side signal; the % refers to the signal ratio; note: potency is the fitted concentration of half-maximal effect; % of control where 0% means no effect
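qHTS titration format; CRE-bla CHO reporter; stimulus EC10 NKH 477, a water-soluble forskolin. Read: CCF4 460/530 nm ratio. Potency expressed as AC50 for activators or inhibitors.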
BRCT inh green: qHTS Assay for Inhibitors of BRCT-Phosphoprotein Interaction (Green Fluorophore); Breast cancer type 1 susceptibility protein (Homo sapiens), P38398; BRCA1 BRCT-phosphopeptide binding, green fluorescence polarization; Potency, µM (series often up to 76.9 µM), inactives show top-dose activity change, negative = inhibition, usual class: inhibitors; hit rate 0.05% among 75,000;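 note: potency is the fitted concentration of half-maximal effect; plate controls were peptide without protein for full effect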
Target sequence (P38398 whole entry, looked up): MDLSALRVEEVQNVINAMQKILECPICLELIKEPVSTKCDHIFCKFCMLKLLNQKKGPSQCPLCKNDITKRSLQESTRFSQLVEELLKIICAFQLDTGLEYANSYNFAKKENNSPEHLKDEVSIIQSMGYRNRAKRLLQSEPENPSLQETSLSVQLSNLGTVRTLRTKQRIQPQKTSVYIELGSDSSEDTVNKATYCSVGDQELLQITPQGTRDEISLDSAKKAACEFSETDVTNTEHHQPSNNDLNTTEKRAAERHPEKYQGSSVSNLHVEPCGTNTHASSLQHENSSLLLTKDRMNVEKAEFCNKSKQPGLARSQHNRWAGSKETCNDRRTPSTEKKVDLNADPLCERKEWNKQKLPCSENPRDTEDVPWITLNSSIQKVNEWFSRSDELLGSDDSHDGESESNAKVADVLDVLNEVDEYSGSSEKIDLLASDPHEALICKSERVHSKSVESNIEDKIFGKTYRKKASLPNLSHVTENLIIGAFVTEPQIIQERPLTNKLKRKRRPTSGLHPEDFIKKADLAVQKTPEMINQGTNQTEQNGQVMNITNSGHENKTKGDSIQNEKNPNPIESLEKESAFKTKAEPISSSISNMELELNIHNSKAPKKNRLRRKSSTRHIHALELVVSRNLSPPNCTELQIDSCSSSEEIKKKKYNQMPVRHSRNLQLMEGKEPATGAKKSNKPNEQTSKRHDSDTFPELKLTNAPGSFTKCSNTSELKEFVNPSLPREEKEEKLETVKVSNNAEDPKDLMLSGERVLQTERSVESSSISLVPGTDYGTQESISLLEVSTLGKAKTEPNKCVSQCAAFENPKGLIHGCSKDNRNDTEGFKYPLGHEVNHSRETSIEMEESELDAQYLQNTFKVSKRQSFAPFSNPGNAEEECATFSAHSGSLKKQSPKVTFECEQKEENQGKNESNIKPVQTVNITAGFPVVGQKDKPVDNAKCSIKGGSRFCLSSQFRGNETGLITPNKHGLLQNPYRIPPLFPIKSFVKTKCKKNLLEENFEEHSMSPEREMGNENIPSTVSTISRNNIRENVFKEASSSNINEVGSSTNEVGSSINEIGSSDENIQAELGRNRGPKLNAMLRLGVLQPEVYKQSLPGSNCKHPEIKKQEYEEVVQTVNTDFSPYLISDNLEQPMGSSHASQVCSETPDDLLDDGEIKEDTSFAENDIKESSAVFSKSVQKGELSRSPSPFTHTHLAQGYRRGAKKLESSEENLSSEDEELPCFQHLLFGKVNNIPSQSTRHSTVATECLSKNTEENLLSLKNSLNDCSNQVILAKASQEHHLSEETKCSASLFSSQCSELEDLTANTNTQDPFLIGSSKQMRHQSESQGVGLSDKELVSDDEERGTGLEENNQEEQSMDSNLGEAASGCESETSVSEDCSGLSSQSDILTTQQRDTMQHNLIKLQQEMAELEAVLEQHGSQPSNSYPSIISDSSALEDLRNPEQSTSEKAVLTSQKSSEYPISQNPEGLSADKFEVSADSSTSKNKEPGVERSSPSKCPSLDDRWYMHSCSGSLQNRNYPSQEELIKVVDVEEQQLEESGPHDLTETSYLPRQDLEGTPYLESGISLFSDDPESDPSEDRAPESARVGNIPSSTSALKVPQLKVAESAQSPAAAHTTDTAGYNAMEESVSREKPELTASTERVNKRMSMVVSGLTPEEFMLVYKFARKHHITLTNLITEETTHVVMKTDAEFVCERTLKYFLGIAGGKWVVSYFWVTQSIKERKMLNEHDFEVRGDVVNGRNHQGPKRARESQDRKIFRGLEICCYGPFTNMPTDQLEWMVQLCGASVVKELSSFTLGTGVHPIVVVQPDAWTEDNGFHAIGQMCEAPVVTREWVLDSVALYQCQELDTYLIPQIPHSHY
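Fluorescence polarization: His-tagged BRCT (~35 kDa BRCA1 C-terminus, 250 nM) bound to 100 nM fluorescein-labeled phosphorylated 10-aa BACH1 peptide, pH 7.3 phosphate buffer with DTT and Tween 20. Compounds incubated 12 min at room temperature; inhibition read as lowered polarization.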
UbGFP stabilizer: Ubiquitin-GFP Assay. Ubiquitin-GFP reporter cells, proteasome inhibition, GFP fluorescence; response scale: untreated = 0%, 10 µM MG-132 = 100%. Potency, µM (doses to about 45.9 µM), inactives show at the top dose activation (GFP accumulation), most hits filed as activators. 67,000 tested, under 10 active. AID 526, 2006; active = well fitted activation curve with a large enough effect, not every such curve was filed as active; inconclusive = small, poorly fitted or top-dose-only effect, or another doubt; inactive = no such curve, though single readings can be large or run the other way; note: potency is the fitted concentration of half-maximal effect
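U2OS cells expressing ubiquitin(G76V)-GFP, seeded overnight in 0.5% FBS medium, then treated 4 hr at 37 C across 46 uM to 2.9 nM. GFP-positive cells counted by laser cytometry (488 ex/515 em); %activity scaled between basal and 10 uM MG-132.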
BRCT inh red: qHTS Assay for Inhibitors of BRCT-Phosphoprotein Interaction (Red Fluorophore); Potency, µM (titrated, usually from 76.9 µM), for the others: top-dose activity change, negative = inhibition, most hits filed as inhibitors; AID 892, 2007; hit rate 0.03% among 75,000; BRCT-phosphopeptide binding, red fluorescence polarization; Breast cancer type 1 susceptibility protein (Homo sapiens), P38398; note: % is set by controls: 0 for no effect and ±100 for the full control effect
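Rhodamine-labelled pBACH1 10-mer (100 nM) bound to BRCT domain (100 nM) at pH 7.3; compounds incubated 12 min room temperature, polarization read. Free peptide defines full inhibition; unlabelled decapeptide titrated as control.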
4MU fluor: qHTS Assay for Spectroscopic Profiling in 4-MU Spectral Region. compound autofluorescence, 340/450 nm, 4-MU equivalents; hits give high values. max dye-equivalent concentration, M. hit rate 11% among 59,000. AID 589, 2007; in the data active = max dye-equivalent concentration above about 10 nM; inconclusive = mostly about 1.1 nM to 9.6 nM
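Compounds in 100 mM Tris, pH 8.0, incubated 15 min at room temperature, then fluorescence read at 340 nm excitation/450 nm emission. Signal converted to 4-MU dye-equivalent concentration using an on-plate six-point 4-MU standard curve.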
Hsp90 Hop PPI: qHTS Assay for Disrupters of an Hsp90 Co-Chaperone Interaction; Hsp90 C-terminal peptide / TPR2A (Hop) interaction, human; AlphaScreen TPR2A-His6 binding biotin-Hsp90 C-terminal peptide; Potency, µM (doses to about 57 µM), inactives show top-dose activity change, negative = inhibition; hit rate 0.44% among 71,000; active = well fitted curve in either direction with a large enough effect; inconclusive = small, poorly fitted or top-dose-only effect, or another doubt; note: potency is the fitted concentration of half-maximal effect; % is set by controls: 0 for no effect and ±100 for the full control effect; many of its hits are not listed in these tables
A350 autofl: qHTS Assay for Spectroscopic Profiling in A350 Spectral Region. AID 590, 2007. hit rate 11% among 59,000. Compound autofluorescence, 340/450 nm, Alexa 350 dye-equivalents; hits give high values. max dye-equivalent concentration, M; in the data active = max dye-equivalent concentration above about 10 nM; inconclusive = mostly about 1.1 nM to 9.6 nM
GFP derepression: qHTS Assay for Epigenetic Modulators | hit rate 0.09% among 68,000 | mouse C127i GFP locus derepression, cytometry, 30 h | AID 597, 2007 | Potency, µM (series often up to 46.1 µM), for inactives: at the top dose GFP derepression (activation); note: % of control where 0% means no effect
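Murine C127i mammary cells carrying a silenced, stably integrated CMV-driven GFP reporter were treated with compound for 30 hours at 37 C. After PBS washes, GFP-positive cells were counted by laser-scanning microplate cytometry.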
The depositor's hits bear a star; i = inactive; ? = inconclusive; nt = no result given; [ ] = another dose, or the depositor's remark. Unless noted, calls come from the whole dose curve; as a rule, active = well fitted curve in the direction sought with a large enough effect; inconclusive = small, poorly fitted or top-dose-only effect, or another doubt; inactive = no such curve, though single readings can be large; an effect the other way counts as inactive or inconclusive.

SMILES | DNA Pol III inh | 15-hLO inh | HBB splice mod | CRE Fsk mod | BRCT inh green | UbGFP stabilizer | BRCT inh red | 4MU fluor | Hsp90 Hop PPI | A350 autofl | GFP derepression
O=C(NCCc1ccc2c(c1)OCCO2)c1cc2ccccc2o1 | -6% | -14% | 0.5%[57.5 µM] | ? | 1.1% | -3% | 0.0% | i | ? | i | -2%
COc1ccccc1CN1CC[C@@]2(CCCN(C(=O)c3cc(C(F)(F)F)cc(C(F)(F)F)c3)C2)C1 | -7% | 13% | 1.0% | -18% | -4.5% | -7% | 1.7% | i | 3% | i | 0%[9.22 µM]
CC(=O)c1cn(CC(=O)NCc2cccnc2)c2ccccc12 | 0% | 8% | -0.9% | -4% | -0.2% | -10% | 0.6% | i | -1% | i | -6%
O=c1c2c(nc3n1CCCCC3)sc1c(O)cccc12 | -2% | -24% | 0.0% | ? | 0.3% | 4% | -0.7% | i | -9% | i | 2%
CCCCOc1ccc(Cl)cc1CSc1nnc(C)n1N | -1% | 2% | 2.5% | 7% | 0.5% | 7% | 0.6% | i | -5% | i | 1%
COC(=O)c1[nH]c2ccc(Br)cc2c1NC(=O)C(C)N1CCN(C2CCCCC2)CC1 (configuration not stated) | 1% | -5% | 1.0%[0.369 µM] | -8% | 0.7% | nt | 1.3% | i | -7% | i | -2%
c1ccc(Cn2c(CNc3nc4ccccc4n3CCN3CCOCC3)nc3ccccc32)cc1 | -3% | 3% | -0.4% | ? | -0.9% | 1% | -1.4% | i | -5% | i | 0%
Clc1ccccc1CSc1ncccn1 | 8% | -4% | 2.9% | 10% | 2.1% | -3% | -0.9% | i | 7% | i | 3%
O=C(Nc1scc(-c2cccs2)c1C(=O)O)c1cccs1 | -7% | -11% | 0.3%[9.22 µM] | -12% | -0.7% | -8% | 0.2% | nt | 3% | nt | -2%
CCOc1ccccc1NC(=O)N1CCC(NC(=O)c2cccc(C)c2)CC1 | -18% | -12% | 2.6% | ? | -1.9% | -6% | -2.0% | i | 0% | i | -1%
CC1CCN(C(c2ccc(N(C)C)cc2)c2nnnn2Cc2ccccc2)CC1 (configuration not stated) | -6% | 3% | 0.7%[57.5 µM] | -6% | -2.3% | -1% | 0.1% | i | -2% | i | -2%
CCc1cc(C(=O)OC)c(NC(=O)CCCC(=O)O)s1 | -1% | 4% | 1.3% | ? | -3.3% | 0% | 1.4% | i | 0% | i | 0%
N=C(N)SC(c1ccccc1)c1ccccc1 | 15%[11.4 µM] | 5%[11.4 µM] | -0.6%[9.22 µM] | 0%[7.6 µM] | -0.5%[15.4 µM] | -5%[9.17 µM] | -0.6%[15.4 µM] | i | 2%[11 µM] | i | -1%[9.22 µM]
O=C(Nc1ccncc1)C1c2ccccc2Oc2ccccc21 | -2% | 3% | -0.5%[57.5 µM] | 9% | -1.1% | 0% | 0.7% | i | -1% | i | 8%
O=c1[nH]c(CSc2ncc(-c3ccc(F)cc3)n2Cc2ccco2)nc2ccccc12 | -4% | -15% | nt | 0% | -0.5% | 0% | -1.7% | i | ? | i | 1%

4 entries already listed, ordered by their value in DNA Pol III inh, ascending:
canonical_smiles,DNA Pol III inh
O=C(Nc1scc(-c2cccs2)c1C(=O)O)c1cccs1,-7%
CC1CCN(C(c2ccc(N(C)C)cc2)c2nnnn2Cc2ccccc2)CC1 (configuration not stated),-6%
O=C(Nc1ccncc1)C1c2ccccc2Oc2ccccc21,-2%
CCCCOc1ccc(Cl)cc1CSc1nnc(C)n1N,-1%

The results go on.
SMILES | DNA Pol III inh | 15-hLO inh | HBB splice mod | CRE Fsk mod | BRCT inh green | UbGFP stabilizer | BRCT inh red | 4MU fluor | Hsp90 Hop PPI | A350 autofl | GFP derepression
COC(=O)c1sc2nc(-c3ccco3)ccc2c1N | -7% | 2% | -0.6% | ? | -1.8% | 2% | -0.5% | i | -4% | i | 3%
O=S(=O)(c1ccc(Br)cc1)N1CCN(c2cc(-c3ccccc3)nc3ncnn23)CC1 | -10% | 2% | -0.1% | -8% | 1.5% | -2% | -0.1% | ? | -6% | ? | 0%
COc1ccc(NC(=O)Cc2cccs2)c(OC)c1 | -5%[11.4 µM] | -30%[11.4 µM] | -3.3%[0.0738 µM] | ? | -0.9% | 27%[9.17 µM] | 1.0% | nt | -7%[11 µM] | nt | 1%
CS(=O)(=O)N(CC(=O)Nc1ccc2c(c1)OCCO2)Cc1ccc(Cl)cc1 | 3% | -4% | -0.6% | ? | 2.6% | 3% | -1.7% | i | -3% | i | -3%
Cc1oc(-c2ccccc2F)nc1CS(=O)CC(=O)NCc1ccc2c(c1)OCO2 (configuration not stated) | -10% | -2% | -0.2% | -14% | 2.9% | 10% | -0.4% | nt | -3%[2.3 µM] | nt | nt
CC(CN1CCOCC1)OC(=O)c1ccccc1Br (configuration not stated) | -6% | -5% | 0.1%[57.5 µM] | 4% | -0.4% | 10% | -0.7% | i | 1% | i | -2%
Cc1ccc(C2(C)NC(=O)N(CC(=O)NC(=O)NC3CCCC3)C2=O)cc1 (configuration not stated) | -8% | -8% | 0.2% | -15% | 1.8% | -1% | -0.7% | i | -1% | ? | 0%
COc1ccccc1NS(=O)(=O)c1ccc(Br)s1 | 3% | 4% | -3.0% | -21% | 1.2% | 24% | -0.5% | i | -4% | i | 0%
COc1cccc(Nc2nc(-c3sc(N)nc3C)cs2)c1 | -7% | -1% | 0.8% | ? | 4.9% | 5% | -0.2% | i | ? | i | -2%
C=CCSC1=C(C#N)C(c2ccccc2OCC)CC(=O)N1 (configuration not stated) | 0% | -4% | -1.6% | ? | -5.9% | -1% | -1.8% | i | -2% | i | 0%
COc1ccc(C2=NOC(C(=O)NCc3ccc(F)cc3)C2)cc1OC (configuration not stated) | -2% | 5% | 3.8% | 13µM* | 0.9% | -12% | -1.1% | i | 0% | ? | 0%
COc1ccc(C2=NO[C@@H]3C(=O)N(c4cccc(C)c4C)C(=O)[C@H]23)cc1OC | 4% | -11% | 0.1% | ? | -3.3% | 0% | -1.6% | i | -4% | i | -3%
CCC(C)NC(=O)CN(c1ccc2c(c1)OCO2)S(=O)(=O)c1c(C)n[nH]c1C (configuration not stated) | 1% | 3% | 0.0% | -4% | 0.5% | 0% | 1.4% | nt | 0% | nt | -8%
COC(=O)CC1Oc2ccccc2N(Cc2ccc(C)cc2)C1=O (configuration not stated) | -2% | -6% | 7.8% | 14% | 1.6% | 0% | 0.0% | i | 12% | i | 2%
O=C(CCC(=O)N(CC(=O)NC1CCCCC1)Cc1ccco1)Nc1nccs1 | -4% | 4% | -0.3%[57.5 µM] | -11% | -1.4% | 4% | 1.6% | i | -2% | i | 1%
N=C(N)SCCN1CCCCC1 | -1%[11.4 µM] | -6%[11.4 µM] | 4.8%[9.22 µM] | -8%[7.6 µM] | -1.7%[15.4 µM] | -3%[9.17 µM] | -0.9%[15.4 µM] | i | 0%[11 µM] | i | -2%[9.22 µM]
O=C(NCc1ccco1)c1cc(-c2cccnc2)nc2ccc(Cl)cc12 | 1% | -8% | -0.7% | 15% | -0.9% | 0% | 0.4% | i | -9% | i | 0%
COC(=O)CCS(=O)(=O)c1cc(Cl)ccc1Cl | -1% | 13% | -0.2%[9.22 µM] | 0% | -0.9% | 7% | -0.1% | nt | ? | nt | -2%
CN1CCCc2cc(C#N)c(=O)[nH]c21 | -1%[11.4 µM] | -7%[11.4 µM] | -0.5%[0.0738 µM] | ? | 0.0% | 6%[9.17 µM] | 0.3% | nt | -2%[11 µM] | nt | -2%

Pulled by compound from above:
SMILES | DNA Pol III inh | 15-hLO inh | HBB splice mod | CRE Fsk mod | BRCT inh green | UbGFP stabilizer | BRCT inh red | 4MU fluor | Hsp90 Hop PPI | A350 autofl | GFP derepression
CCc1cc(C(=O)OC)c(NC(=O)CCCC(=O)O)s1 | -1% | 4% | 1.3% | ? | -3.3% | 0% | 1.4% | i | 0% | i | 0%
CC1CCN(C(c2ccc(N(C)C)cc2)c2nnnn2Cc2ccccc2)CC1 (configuration not stated) | -6% | 3% | 0.7%[57.5 µM] | -6% | -2.3% | -1% | 0.1% | i | -2% | i | -2%
